Source: PubChem
KDM5B inh: KDM5B demethylase inhibition; Potency, µM (doses to about 57.7 µM), for inactives: at the highest dose activity change, negative = inhibition, most hits filed as inhibitors; Q9UGL1; KDM5B demethylase, FDH-coupled NADH fluorescence (FDH is formaldehyde dehydrogenase); 220,000 compounds, 2.6% hits; AID 1347165; active means well fitted inhibition curve with a large enough effect; inconclusive means small, poorly fitted or top-dose-only effect; inactive means no such curve, though single readings can be large or run the other way; further: 0% is about no effect; nearly all actives have a fitted effect of over 70% in size
Target sequence (Q9UGL1 whole entry, looked up): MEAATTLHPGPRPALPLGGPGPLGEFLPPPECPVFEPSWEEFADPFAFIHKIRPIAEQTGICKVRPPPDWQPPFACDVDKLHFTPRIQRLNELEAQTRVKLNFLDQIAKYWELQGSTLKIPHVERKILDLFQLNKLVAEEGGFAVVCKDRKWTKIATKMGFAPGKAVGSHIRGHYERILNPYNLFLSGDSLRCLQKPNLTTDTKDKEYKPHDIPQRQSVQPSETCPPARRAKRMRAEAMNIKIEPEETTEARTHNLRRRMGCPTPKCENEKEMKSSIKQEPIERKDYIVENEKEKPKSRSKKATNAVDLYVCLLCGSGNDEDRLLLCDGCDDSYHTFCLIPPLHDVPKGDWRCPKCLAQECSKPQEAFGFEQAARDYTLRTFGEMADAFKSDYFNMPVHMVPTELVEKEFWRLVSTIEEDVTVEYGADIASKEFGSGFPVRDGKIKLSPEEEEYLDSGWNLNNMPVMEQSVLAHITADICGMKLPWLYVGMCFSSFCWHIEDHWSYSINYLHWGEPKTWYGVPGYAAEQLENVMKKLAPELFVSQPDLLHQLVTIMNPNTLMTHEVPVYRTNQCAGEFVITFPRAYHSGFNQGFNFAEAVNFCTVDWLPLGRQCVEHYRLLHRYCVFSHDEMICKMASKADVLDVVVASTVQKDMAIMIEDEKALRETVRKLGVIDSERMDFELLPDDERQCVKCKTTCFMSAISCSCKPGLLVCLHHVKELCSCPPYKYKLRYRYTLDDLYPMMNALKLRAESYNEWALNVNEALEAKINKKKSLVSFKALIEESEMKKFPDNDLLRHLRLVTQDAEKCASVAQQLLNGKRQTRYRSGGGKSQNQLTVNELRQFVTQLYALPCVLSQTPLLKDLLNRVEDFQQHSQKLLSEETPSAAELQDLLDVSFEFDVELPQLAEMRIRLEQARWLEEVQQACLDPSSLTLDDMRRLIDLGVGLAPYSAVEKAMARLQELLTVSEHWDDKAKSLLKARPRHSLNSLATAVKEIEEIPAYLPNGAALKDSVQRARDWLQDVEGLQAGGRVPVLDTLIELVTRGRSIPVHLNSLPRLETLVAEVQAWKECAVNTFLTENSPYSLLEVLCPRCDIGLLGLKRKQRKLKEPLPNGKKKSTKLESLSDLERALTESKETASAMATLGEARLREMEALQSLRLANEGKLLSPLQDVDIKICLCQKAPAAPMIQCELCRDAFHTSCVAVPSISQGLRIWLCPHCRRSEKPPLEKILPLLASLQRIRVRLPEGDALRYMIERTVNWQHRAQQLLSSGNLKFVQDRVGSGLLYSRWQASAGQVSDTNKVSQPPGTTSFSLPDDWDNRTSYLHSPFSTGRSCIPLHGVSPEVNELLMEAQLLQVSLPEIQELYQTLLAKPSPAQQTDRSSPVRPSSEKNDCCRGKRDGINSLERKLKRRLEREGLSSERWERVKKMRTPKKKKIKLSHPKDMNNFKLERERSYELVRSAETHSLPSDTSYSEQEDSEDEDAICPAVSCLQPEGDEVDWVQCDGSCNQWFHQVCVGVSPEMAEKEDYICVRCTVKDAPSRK
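Measured: NADH fluorescence change, 30 min, RT. System: KDM5BΔAP 200 nM final, H3K4me3 peptide, α-KG, Fe(II), ascorbate, NAD⁺ plus FDH, pH 7.5 HEPES. Compounds: titrated, 10 min pre-incubation with enzyme.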
* marks the source's active call; other numbers are inactive results; i = inactive; ? = inconclusive; & = joins results of further samples; [ ] = dose if it differs, or a comment. Potency means the concentration at half of the fitted maximal effect. Not all compounds are listed, so the mix of outcomes need not match the whole.

SMILES	KDM5B inh
CC1(C)CC(=O)C2=C(C1)OC(N)=C(C#N)C2c1cccc(Cl)c1 (stereo not given)	6%
Cc1ccc(N2C(=O)N(Cc3ccc4c(c3)OCO4)c3ccccc3S2(=O)=O)c(C)c1	-9%
C[C@@H](NC(=O)N1CCOC[C@H]1c1ncc(-c2ccc(OC(F)(F)F)cc2)[nH]1)c1ccccc1	-7%
CCOc1ccc(CCNC(=O)c2sc3nc4n(c(=O)c3c2C)CCC4)cc1OCC	16%
O=C1NC2(Cc3ccccc31)CN(CC1CCNCC1)C2	85%[activator][149 µM]
O=C(NCCc1ccc(Cl)cc1)c1ccc2c(c1)N(Cc1ccccc1F)C(=O)c1ccccc1S2(=O)=O	-21%
Cc1ccc(NC(=O)c2nn(C)c(=O)c3ccccc23)cc1Cl	1%
COc1ccc(NC(=O)c2ccc(S(=O)(=O)N3CCCCCC3)cc2)c(OC)c1	8%
Nc1cc(=O)[nH]c(SCC(=O)Nc2ccc(N3CCOCC3)cc2)n1	24%
CCn1c2c(c(=O)n1-c1ccccc1)CCN(C(=O)CCc1cccnc1)C2	-3%[86.2 µM]
CCC1(CO)CCCN(Cc2ccc3c4c(cccc24)C(=O)OC3)C1 (stereo not given)	11µM*
Cc1ccc(Cl)cc1N(C)C(=O)c1cn(C2CCCCC2)c(=O)c2c1c1ccccc1n2C	12%
CCCN1CC2(CCN(Cc3nc(C(=O)O)co3)CC2)CC1C(=O)O (stereo not given)	-9%
O=C1NC2(CCN(C(=O)c3ccc(F)cc3)C2)OCc2ccccc21 (stereo not given)	-12%
CC(=O)N1CCC(C(=O)NCc2ccccc2)(N(C(=O)c2ccc(C)cc2)c2cccc(C)c2)CC1	1%
CN(C)C[C@@H]1CN(C)C[C@H]1NS(=O)(=O)c1ccccc1F	?
N[C@H]1[C@H](O)[C@@H](N2CCC(Cc3ccccc3)CC2)[C@@H]2OC[C@H]1O2	0%[86.2 µM]
Cc1nn(Cc2cccc(Cl)c2)c(C)c1NS(=O)(=O)c1c(C)nn(C(F)F)c1C	-3%
O=C(N[C@H]1[C@H](O)[C@H](O)C[C@@H]1c1ccc(N2CCOCC2)nc1)c1nc2ccccc2s1	-7%
CCc1ccc(C(=O)N2CCc3[nH]nc(C(=O)NCCCc4ccccc4)c3C2)cc1	22%
COc1ccccc1CNC(=O)Cc1csc2nc(-c3ccc(F)cc3)cn12	-14%
CC(=O)N1CCN(c2cc(-c3ccc(Cl)cc3)nc3c(C)noc23)CC1	-8%[86.2 µM]
CCn1ccc(C(=O)N2CCCCCCNC(=O)[C@@H]3C[C@@H](c4nc(Cc5ccccc5)no4)C[C@@H]32)n1	-7%
Cn1cncc1C(=O)N1CCCn2ccnc2C1c1ccccc1 (stereo not given)	4%

Marked active in KDM5B inh, among the entries above:
SMILES	KDM5B inh
CCC1(CO)CCCN(Cc2ccc3c4c(cccc24)C(=O)OC3)C1 (stereo not given)	11µM*

The list continues:
SMILES	KDM5B inh
COc1ccc(NC(=O)CSc2nncn2Cc2ccco2)cc1	-10%
O=C(c1ccoc1)N1CCC(Oc2cccc(F)c2)C1 (stereo not given)	-8%
COC(=O)c1cc(-c2ccc(C)c(C)c2)nc2ccccc12	?
CCOc1ccccc1CN1CC(C(=O)NCc2ccncc2)C2(CCOCC2)C1 (stereo not given)	?
O=C(NC1CCCC1)c1ccc(Br)cc1	14%
CC(C)(C)NC(=O)COC(=O)c1ccccc1Oc1ccccc1	16%
Cc1cccc(-c2nc3cc4c(cc3cc2CN2CCC[C@H]2C(N)=O)OCO4)c1	?
CC1CC(C)CN(C(=O)Cn2nnc(-c3ccccc3)n2)C1 (stereo not given)	13%
CCCCOc1ccc(CNC(=O)c2ccc(NC(=O)N3CCCCc4ccccc43)cc2)cc1	2%
O=C(NC1CCCN(c2nc3ncccc3o2)C1)c1ccc(F)cc1 (stereo not given)	?
COc1ccccc1N1CCN(C(=O)c2cnn(C(C)(C)C)c2C2CCN(C(=O)OC(C)(C)C)CC2)CC1	-2%
C/C(=N\Oc1cc(N)cc([N+](=O)[O-])c1)c1ccncc1	10%
O=C(Cn1cccn1)N1CC(c2noc(C3CCCN3CC3CC3)n2)C1 (stereo not given)	-10%
COc1cccc(NC(=O)CCS(=O)(=O)c2ccc3c(c2)oc(=O)n3C)c1	5%[11.5 µM]
Cc1ccccc1NC(=O)N1CCC2(CCCN(C3CCOCC3)C2=O)C1 (stereo not given)	1%
COc1ccc(OC)c(NC(=O)c2ccc3c(Cl)c4c(nc3c2)CCCC4)c1	1%
N=C1/C(=C\c2ccc(-c3ccc(C(=O)O)cc3)o2)C(=O)N=C2SC=C(c3ccccc3)N12	?
O=C(NC1CCCCCC1)C(Cc1ccccc1)NS(=O)(=O)c1ccc(Br)s1 (stereo not given)	-3%
COc1ccc(NC(=O)Cn2c(=O)n(-c3ccc(OC)c(OC)c3)c(=O)c3ccccc32)cc1	3%
COc1ccc(OC(C)C(=O)N(C)Cc2nc(-c3ccc(OC)cc3)no2)cc1 (stereo not given)	27%
NC(N)=NC(N)=Nc1ccc(Br)cc1	9%&13%
COCCOc1ncccc1-c1noc([C@@H]2CCCN2CC(C)(C)C)n1	-25%[86.2 µM]
Cc1ccc(CN2CCN(CC(=O)Nc3ccc(C)c(C)c3)S2(=O)=O)cc1	?
CCc1cccc(CC)c1NC(=O)COC(=O)c1cc(=O)c2ccccc2o1	15%
CC(C)(CNC(=O)c1ccc(Br)o1)N1CCOCC1	11%
Cc1ccc(CNC(=O)CCc2ccnc(N3CCCC3)c2)cc1	32µM*
CCOC(=O)c1oc2ccc(S(=O)(=O)n3nc(-c4ccccc4OC)cc3N)cc2c1C	-24%
O=C(Cc1ccc(N2CCNC2=O)cc1)N1CCCC(Nc2ccc(F)c(F)c2)C1 (stereo not given)	22%
O=C1N(Cc2ccccc2)c2ccccc2C12CCN([S+](=O)([O-])c1cccc(C(F)(F)F)c1)C2 (stereo not given)	-25%
CC(C)CCN1C[C@@H]2[C@H](C1)N(Cc1ccccc1F)C(=O)C(C)(C)[S+]2(=O)[O-]	1%[86.2 µM]
O=C(N[C@@H]1C[C@H]2CC[C@@H]1C2)c1ccc(F)cc1	-7%
O=C(O)CCCNS(=O)(=O)c1ccc(Cl)cc1	-10%
CCC(CC)NC(=O)C1(CCO)CCN(c2ncccn2)C1 (stereo not given)	?
CCc1cccc(NC(=O)COC(=O)c2cn(CC)c3nc(C)ccc3c2=O)c1	?
NC(=O)CCC[C@H]1NC[C@@H]2C[C@H]1CN(Cc1ccccc1)C2	?
CCC(C)Sc1nnc(NC(=O)C2CCN(C(=O)c3ccco3)CC2)s1 (stereo not given)	-6%
Cc1ccc(CNC(=O)c2nnn(Cc3ccc(F)cc3)c2N)cc1	-9%[11.5 µM]
NC1CCN(Cc2ccc(C(=O)NCc3ccc(S(N)(=O)=O)cc3)c(=O)[nH]2)C1 (stereo not given)	22µM*
Cc1cccc(C)c1NC(=O)CN(C)Cc1cc(=O)oc2c(C)c(O)ccc12	?
Cc1nc(-c2cccc(F)c2)sc1CCNC(=O)c1ccc(F)c(F)c1	?
COCc1nc(-c2ccc(OC3CN(C(=O)c4ccc(OC)cc4)C3)cc2)no1	17%
Cc1ccc2[nH]c3c(=O)n(CC(=O)NCCCN4CCN(c5ccc(F)cc5)CC4)ncc3c2c1	-17%
COc1ccc(C2NC(=O)c3c(sc4c3CCN(C)C4)N2)cc1O (stereo not given)	?
O=S1(=O)CC(O)C(N=Nc2c(O)n(Cc3ccccc3)c3ccccc23)C1 (stereo not given)	25%
O=c1[nH]c(=S)[nH]nc1Cc1ccc(Cl)c(Cl)c1	0%
COc1ccccc1N1CCN(CC[C@@H]2CC[C@H](O)[C@@H](C(=O)Nc3ccccc3)O2)CC1	-3%
CCCCNc1oc(/C=C/c2cccc(OC)c2)nc1C#N	i
COc1ccc([C@@H]2CN(Cc3ccc(C#N)cc3)C[C@H]2N(C)C)cc1	14%
COc1ccccc1C(=O)NCC1Cn2cccc2C(=O)N1Cc1ccccc1 (stereo not given)	4%
CCC(=O)c1ccc(OC(=O)/C=C/c2cccc(Cl)c2)cc1	12%
CCC(=O)Nc1ccc(C2(C(=O)N3CCCCCC3)CCC2)cc1	-7%
Cc1ccc(-c2cc3c(=O)n(CCNC(=O)Cc4ccccc4Cl)ccn3n2)c(C)c1	11%
O=Cc1cccc(N2CCN(C(=O)NC3CCCCC3)CC2=O)c1	26%[149 µM]
NC(=O)Cc1c[nH]c2ncc(-c3cccc(F)c3)cc12	32µM*
c1ccc(Cn2nnc3c(NCc4ccc5c(c4)OCO5)ncnc32)cc1	-9%
O=C(NNC(=O)C1CCCC1)c1cccc([N+](=O)[O-])c1	14%
COCCN(C)C[C@@H]1CN(C(=O)c2ccc(C(C)=O)s2)C[C@@H]1CO	?
CCCN(C)Cc1ccc2c(c1)OCO2	0%
CCN(CC)C(=O)Cn1c(=O)n(-c2ccc(OC)cc2OC)c(=O)c2c(C)c(C(=O)N(CC)CC)sc21	0%
O=C(Nc1ccc(Cl)c(C(F)(F)F)c1)C1CCCN(S(=O)(=O)c2cccc3cccnc23)C1 (stereo not given)	1%
Additional compounds follow.
SMILES	KDM5B inh
CCc1cc(=O)oc2cc(C)cc(OC(C)C(=O)NCCN3CCOCC3)c12 (stereo not given)	?
CCOC(=O)N1CCN(C(C(=O)O)c2c[nH]c3ccc(OC)cc23)CC1 (stereo not given)	3%
COc1ccc(-n2cnc3c2NC(=O)CC3c2cccnc2)cc1 (stereo not given)	?
C[S+](=O)([O-])N1CCN(c2nc3ncccc3o2)CC1	?
COCc1cc(C[C@@H]2CC[C@H](O)[C@@H](CNC(=O)NC3CCCCC3)O2)no1	-15%[86.2 µM]
COc1ccc(CN2CCCC(COc3ccccc3C(=O)NC3CC3)C2)c(OC)c1 (stereo not given)	10%
COCCOc1cc(=O)n2c(c1C(=O)Nc1cccc(OC)c1)CCOCC2	-11%
Cc1nonc1C1CCCN1c1ccc(-c2nc(COc3ccccc3)no2)cn1 (stereo not given)	28µM*
CCC(CO)NS(=O)(=O)c1cc(Cl)c(Cl)cc1Cl (stereo not given)	19%
CCOC(=O)c1ccc2nc(C)cc(Nc3ccc(OC)cc3)c2c1	36%[activator]
CC1=C[C@@H](CNC(=O)C(C)(C)C)[C@H](C(C)C)C[C@H]1Cc1nnc(-c2ccncc2)o1	-6%[86.2 µM]
CC(=O)Nc1ccc(-n2c(C)ccc2-c2ccccc2)cc1	-29%
CCOc1ccccc1C(=O)N1CCC(n2cc(-c3nc(-c4ccccc4)no3)nn2)CC1	10%
Cc1ccc(CNC(=O)c2ccc(CSCc3ccccc3Cl)o2)cc1	-15%
CCOc1ccc2cc(-c3nnc(Nc4ccccc4F)s3)c(=O)oc2c1	-11%
CCn1nccc1C(=O)N1C[C@@H](Oc2ccccc2)C[C@H]1C(=O)NCCOC	29%
CCOc1ccc(NC(=O)C2CCCN(S(=O)(=O)c3ccc(Br)s3)C2)cc1 (stereo not given)	0%
COc1cccc(S(=O)(=O)N2CCC(Oc3ccc(C(N)=O)cn3)CC2)c1	-11%
CC(=O)c1c(C)[nH]c(C(=O)c2cc3cc(Br)ccc3o2)c1C	8%
N#CNC(=Nc1ccc(F)cc1)SCc1ccccc1	18%
O/N=C/c1ccc(OCc2ccc(Br)cc2)cc1	-14%
CC(C)Cn1nc2n(c1=O)CCN(S(=O)(=O)Cc1ccccc1)CC2	-9%
COCCOc1cc(=O)n2c(c1C(=O)NC1CCC1)CCOCC2	-9%
CO[C@H]1C(=O)N(C2CCN(C(=O)CCc3c[nH]c4ccccc34)CC2)[C@H]1c1ccncc1	-9%
Cc1ccc(C2CC(=O)CC(c3ccc(C)cc3)C2(C#N)C(N)=O)cc1 (stereo not given)	21%
COc1ccc(CC(=O)N2CCC(Cc3nc(-c4ccc(F)cc4)no3)CC2)cc1OC	9%
O=C(Cn1cc(C(F)(F)F)ccc1=O)N1CCn2nc(CO)cc2C1	26%
Cc1ccc2nc(-c3ccc(C)s3)cc(C(=O)NCCN3CCOCC3)c2c1	i
COc1cc(CN(C)C(=O)c2c(C)noc2-c2ccc(C(C)(C)C)cc2)cc(OC)c1OC	-10%

Entries above with a Cl atom:
SMILES	KDM5B inh
CC1(C)CC(=O)C2=C(C1)OC(N)=C(C#N)C2c1cccc(Cl)c1 (stereo not given)	6%
O=C(NCCc1ccc(Cl)cc1)c1ccc2c(c1)N(Cc1ccccc1F)C(=O)c1ccccc1S2(=O)=O	-21%
Cc1ccc(NC(=O)c2nn(C)c(=O)c3ccccc23)cc1Cl	1%
Cc1ccc(Cl)cc1N(C)C(=O)c1cn(C2CCCCC2)c(=O)c2c1c1ccccc1n2C	12%
Cc1nn(Cc2cccc(Cl)c2)c(C)c1NS(=O)(=O)c1c(C)nn(C(F)F)c1C	-3%
CC(=O)N1CCN(c2cc(-c3ccc(Cl)cc3)nc3c(C)noc23)CC1	-8%[86.2 µM]
COc1ccc(OC)c(NC(=O)c2ccc3c(Cl)c4c(nc3c2)CCCC4)c1	1%
O=C(O)CCCNS(=O)(=O)c1ccc(Cl)cc1	-10%
O=c1[nH]c(=S)[nH]nc1Cc1ccc(Cl)c(Cl)c1	0%
CCC(=O)c1ccc(OC(=O)/C=C/c2cccc(Cl)c2)cc1	12%
Cc1ccc(-c2cc3c(=O)n(CCNC(=O)Cc4ccccc4Cl)ccn3n2)c(C)c1	11%
O=C(Nc1ccc(Cl)c(C(F)(F)F)c1)C1CCCN(S(=O)(=O)c2cccc3cccnc23)C1 (stereo not given)	1%
CCC(CO)NS(=O)(=O)c1cc(Cl)c(Cl)cc1Cl (stereo not given)	19%
Cc1ccc(CNC(=O)c2ccc(CSCc3ccccc3Cl)o2)cc1	-15%
